High-throughput results: PubChem, several laboratories
DAX1 inh-1 = DAX1 (NR0B1) inhibitors, primary screen, cell-based, HEK293, Gal4-DAX1, luciferase luminescence | Nuclear receptor subfamily 0 group B member 1 (Homo sapiens), P51843 | AID 504766, 2011 | actives 0.99% (n = 340,000) | HEK293 Gal4-DAX1 luciferase reporter | inhibition, % at 6.75 µM;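 active = inhibition above the mean over all tested compounds plus 3 SD, cut at about 4.2% in these data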;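 note: 0% = DAX1-transfected cells with DMSO and 100% = empty-vector control cells with DMSO; inhibition shows as a rise in luminescence from relieved DAX1 repression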
Target sequence (P51843 207-470 limits assumed): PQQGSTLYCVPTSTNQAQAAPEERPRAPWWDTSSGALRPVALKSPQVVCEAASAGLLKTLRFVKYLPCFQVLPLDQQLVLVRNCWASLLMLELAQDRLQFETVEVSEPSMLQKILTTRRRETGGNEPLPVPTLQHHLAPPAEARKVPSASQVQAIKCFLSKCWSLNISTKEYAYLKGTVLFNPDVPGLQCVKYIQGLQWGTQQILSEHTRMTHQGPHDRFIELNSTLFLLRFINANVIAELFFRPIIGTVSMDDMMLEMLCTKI
NPR1 activator = GC-A stimulated cGMP production enhancers – HEK293 GC-A cells, cGMP TR-FRET, EC30 ANP, primary screen; Atrial natriuretic peptide receptor 1 (Homo sapiens), P16066; 0% at EC30 ANP, 100% saturating ANP; activation, % at 10 µM; actives 0.14% (n = 370,000); AID 1671463, 2021; in the data active = activation above about 40%
sPLA2-III inh = human group III sPLA2 inhibitors, primary screen, biochemical, QFRET, BODIPY PC-A2 liposome substrate. QFRET BODIPY PC-A2 liposome hydrolysis, fluorescence. inhibition, % at 12.2 µM. actives 0.56% (n = 370,000);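 active = inhibition above mean plus 3 SD of compounds lying within the high and low control bounds, cut at about 19% in these data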;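 note: 0% = median of test compound wells and 100% = no enzyme DMSO wells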
Target sequence (Q9NZ20 whole entry, looked up): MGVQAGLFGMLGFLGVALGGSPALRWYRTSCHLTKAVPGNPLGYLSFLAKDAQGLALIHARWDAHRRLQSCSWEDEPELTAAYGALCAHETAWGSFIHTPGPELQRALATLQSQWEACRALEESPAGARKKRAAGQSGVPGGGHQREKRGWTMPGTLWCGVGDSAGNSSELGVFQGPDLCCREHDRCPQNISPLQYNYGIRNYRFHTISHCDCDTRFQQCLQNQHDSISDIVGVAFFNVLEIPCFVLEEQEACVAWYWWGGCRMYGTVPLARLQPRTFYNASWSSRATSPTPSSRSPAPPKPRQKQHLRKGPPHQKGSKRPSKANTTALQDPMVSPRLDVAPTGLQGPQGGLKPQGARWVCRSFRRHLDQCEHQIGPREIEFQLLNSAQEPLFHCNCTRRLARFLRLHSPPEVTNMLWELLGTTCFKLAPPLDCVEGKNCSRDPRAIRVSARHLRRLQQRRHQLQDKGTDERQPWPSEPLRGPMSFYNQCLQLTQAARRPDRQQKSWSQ
hgDAF-12 ag = H. glycines DAF-12 receptor agonists, primary screen, cell-based, luminescence, HEK293, GAL4 fusion, UAS-luciferase; HEK293 GAL4-hgDAF12 UAS-luciferase reporter, agonist luminescence; normalized to butyrate control; activation, % at 6.8 µM; Nuclear hormone receptor DAF-12 (Heterodera glycines), GAL4 fusion; actives 1.8% (n = 370,000);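 active = activation above a cutoff set at the mean of all screened compounds plus 3 SD, cut at about 10% in these data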;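 note: 0% = DMSO wells and 100% = sodium butyrate wells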
ssDAF12 agonist = S. stercoralis DAF-12 nuclear receptor activators, primary screen, cell-based, luminescence, HEK293, GRIP1 co-expression, lit1-tk-luc | HEK293 ssDAF-12/GRIP1 lit1-tk-luc reporter; % of 3 µM dafachronic acid response | Nuclear hormone receptor DAF-12 (Strongyloides stercoralis) | activation, % at 6.8 µM | actives 1% (n = 370,000);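 active = activation above the mean over all tested compounds plus 3 SD, cut at about 0.9% in these data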;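 note: 0% = DMSO-only wells and 100% = 3 µM delta7-dafachronic acid wells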
DAX1 inh-2 = DAX1 (NR0B1) inhibitors on StAR promoter, primary screen, cell-based, luminescence, SF-1 (NR5A1), full-length DAX-1; HEK293T StAR-luciferase reporter, SF-1/DAX-1 repression relief; inhibition, % at 6.8 µM; actives 1.1% (n = 370,000); AID 652010, 2013;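 active = inhibition above the mean over all tested compounds plus 3 SD, cut at about 3.6% in these data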;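 note: 0% = DAX-1 cells with DMSO and 100% = cells lacking DAX-1 with DMSO; higher inhibition means more luminescence from relief of DAX-1 repression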
SMARCA2 act = SMARCA2 (BRM) function activators, primary screen, cell-based, luminescence, high throughput. activation, % at 9.1 µM. MG213 cells, MMTV-luciferase reporter, dexamethasone, overnight. actives 1% (n = 370,000); in the data active = activation above about 7.8%;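 note: 0% = vehicle wells and 100% = reference activator wells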
hcDAF-12 act = H. contortus DAF-12 nuclear receptor activators, primary screen, cell-based, luminescence, HEK293, lit1-tk-luc reporter. activation, % at 6.8 µM. actives 1.4% (n = 370,000). HEK293 hcDAF-12 lit1-tk-luc reporter; 0% DMSO, 100% Δ7-dafachronic acid. AID 652067, 2013;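 active = activation above the mean of all tested compounds plus 3 SD, cut at about 5.5% in these data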;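 note: 100% = response to 3 µM Δ7-dafachronic acid high control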
FXN GAA850 act = FXN promoter activators, primary screen, cell-based, luciferase luminescence, HEK293 lucGAA850; HEK293 lucGAA850 FXN promoter luciferase reporter, 24 h; percent of 10 µM SAHA response; activation, % at 6 µM; actives 0.56% (n = 360,000);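 active = activation above the average of all compounds screened plus 3 SD, cutoff fixed separately per campaign, cut at about 7.5% in these data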;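 note: 0% = DMSO wells and 100% = 10 µM SAHA wells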
proKLK7 act = proKLK7 zymogen activators, primary screen, biochemical, fluorescence intensity. actives 0.9% (n = 370,000). purified proKLK7, EDANS-DABCYL substrate fluorescence; 100% is mature enzyme control, 0% vehicle. Kallikrein-7 (Homo sapiens), P49862. activation, % at 7 µM;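 active = activation above the mean of all tested compounds plus 3 SD, computed per campaign excluding outliers beyond control limits, cut at about 13% in these data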
Target sequence (P49862 whole entry, looked up): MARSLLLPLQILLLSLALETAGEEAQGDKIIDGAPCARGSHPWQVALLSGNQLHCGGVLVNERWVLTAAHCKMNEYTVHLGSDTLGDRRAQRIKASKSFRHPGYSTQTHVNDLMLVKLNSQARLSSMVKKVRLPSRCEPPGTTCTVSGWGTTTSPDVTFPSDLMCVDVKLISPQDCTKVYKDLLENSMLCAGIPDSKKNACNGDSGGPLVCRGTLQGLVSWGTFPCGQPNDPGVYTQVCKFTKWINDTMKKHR
NPR2 activator = human GC-B receptor activators, primary screen, HEK293 GC-B cells, cGMP TR-FRET, EC30 CNP; Atrial natriuretic peptide receptor 2 (Homo sapiens), P20594; 0% at EC30 CNP, 100% saturating CNP; activation, % at 10 µM; actives 0.11% (n = 370,000);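 active = activation at 10 µM reaching about 35% in either raw or pattern-adjusted values, limit read from the data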
Starred values were filed as active, the others as inactive; . = not tested or not shown.

SMILES	DAX1 inh-1	NPR1 activator	sPLA2-III inh	hgDAF-12 ag	ssDAF12 agonist	DAX1 inh-2	SMARCA2 act	hcDAF-12 act	FXN GAA850 act	proKLK7 act	NPR2 activator
COc1ccc(CN2C(=O)C(CC(=O)NCCCCc3ccccc3)CC(C(=O)N(C)C)=C2C)cc1 (stereo not given)	0.6	-3	0	2.1	-0.9	0.2	-4	-1.4	0.8	0.3	-7
CCCc1c(-c2ccc(F)cc2)ncn1Cc1ccccc1OC	.	-5	-10	-4.5	-1.4	-1.1	-4	-2.7	.	0.7	-2
O=C(Cn1cncn1)N/N=C/c1cccnc1	1.7	-1	-2	1.9	-2.2	0.3	-4	-1.3	2.7	0.8	-1
CC(=O)c1sc(NC(=O)c2cc(=O)c3ccccc3o2)nc1C	0.7	-1	0	5.2	-0.1	2.0	3	2.8	1.2	-0.4	3
Nc1ccc2c(c1)C(=O)N(c1cccc3ccccc13)C2=O	1.9	10	2	-0.9	-0.5	-0.4	-1	-0.1	0.7	-5.5	5
COC(=O)C(NNc1ccccc1)(NC(=O)c1ccc(F)cc1)C(F)(F)F (stereo not given)	0.7	4	2	-1.0	-0.6	-1.1	-3	-1.0	-1.1	-0.2	-1
COc1ccc(S(=O)(=O)N(CCCN2CCOCC2)Cc2ccc(OC)c(OC)c2)cc1	-1.0	-3	2	3.7	-1.5	-0.2	1	-1.8	0.3	0.1	5
CCCNC(=O)C(Cc1ccc(F)cc1)NC(=O)c1ccccc1 (stereo not given)	-0.2	0	1	-0.1	-0.7	0.2	0	-0.9	-0.1	-0.3	-2
O=c1c2ccccc2nnn1Cc1ccccc1	-0.4	-2	3	0.6	-1.3	-1.1	-1	-0.7	1.6	-0.6	-1
Cc1ccccc1NC(=O)CC1SCCNC1=O (stereo not given)	0.0	1	4	1.2	-1.3	0.3	1	-1.0	1.9	-0.4	4
O=C(NCCCn1ccnc1)C(=O)NCC1OCCN1S(=O)(=O)c1ccc2c(c1)OCCO2 (stereo not given)	-1.0	1	10	1.2	-1.6	0.3	-4	0.4	-1.3	-0.8	7
C=CCN1C(=O)CSc2ccc(C(=O)NCc3cccs3)cc21	-0.7	1	2	-1.6	-1.2	-0.5	-4	-1.9	1.3	-0.1	-4
COc1ccc(NC(=O)c2oc3ccc(S(=O)(=O)N4CCC5(CC4)OCCO5)cc3c2C)cc1	-3.3	2	-16	-2.3	-1.5	-1.3	-1	-1.1	-7.7	0.2	10
Cc1cccc(NC(=O)CNC(=O)c2sc3ccccc3c2Cl)n1	-1.5	-1	4	4.1	-0.1	1.8	4	-0.2	4.2	0.3	-4
CC(C)c1nc(N2CCOCC2)c(C#N)c2c1CCC2	1.4	0	6	0.3	-1.2	0.0	0	-1.7	0.5	-0.7	-5
Cc1ccc(NS(=O)(=O)c2ccc3c(c2)CC(=O)N3)cc1C	0.4	1	-39	-5.0	-0.9	0.1	3	0.2	0.9	-0.3	-7
COc1cc(OC)cc(C(=O)N[C@H](C(=O)OCC(=O)Nc2ccc(F)c(F)c2F)C(C)C)c1	-0.9	-3	-30	-0.8	-2.0	-1.0	-2	-1.6	-1.5	-0.7	2
O=C(O)c1ccc(CSc2nnc(-c3ccccc3Br)o2)cc1	0.9	4	-9	1.0	-0.1	-0.3	-1	-0.2	0.4	0.5	0
C[C@@H]1ON(C)[C@H]2C[C@H]3c4[nH]c5c(-c6ccccc6)cccc5c4CCN3C[C@@H]12	.	0	-2	0.2	-0.4	-0.9	4	-1.4	.	2.4	-8
CCOC(=O)c1cc(C#N)c(N2CCCNCC2)nc1C(F)(F)F	1.1	-4	-3	0.5	-1.2	-0.4	-2	-0.8	0.6	2.5	-2
O=C(Cc1cccs1)N/N=C/C=C\c1ccco1	1.2	-3	-5	-0.8	-1.3	0.3	6	0.3	4.1	-0.1	2
O=C(O)CC(CC(=O)Nc1ccc(-c2ccccc2)cc1)c1ccccc1 (stereo not given)	1.4	9	-11	-2.7	-1.4	-0.6	-1	-2.2	-1.1	0.1	2
CCOc1ccccc1NC(=O)C1CCC(=O)N1S(=O)(=O)c1ccc(C)cc1 (stereo not given)	0.4	-7	7	-1.8	-0.4	0.6	0	-1.7	1.2	-0.5	-2
Cc1ccc(NC(=O)C2CCN(S(=O)(=O)c3c(C)noc3C)CC2)cc1C	0.3	-3	7	-1.4	-0.9	0.9	-3	-2.2	3.6	0.3	2
CCCc1cc(=O)[nH]c(SCC(=O)N2CCN(c3ccc(F)cc3)CC2)n1	0.0	-4	1	-1.2	-0.8	-0.6	1	-1.6	0.2	-0.1	0
Cc1cc2n(n1)C(c1ccccc1)Nc1ccccc1-2 (stereo not given)	0.0	-6	3	-0.7	-1.5	-0.4	3	-1.8	1.5	1.3	-3
Cc1cc(C)cc(NC(=S)N2CCC(C(=O)c3ccc(F)cc3)CC2)c1	-0.3	2	1	2.2	-1.2	-0.6	-1	-2.3	-1.0	-0.4	-3
CC1(C)CC(=O)c2cnn(-c3nc4ccccc4[nH]3)c2C1	-1.2	1	3	0.5	-1.4	-0.2	-5	-1.6	1.2	-0.9	2
O=C1CCCN1CCCNC(=S)Nc1ccccc1	.	1	-4	0.6	-0.3	0.1	-1	-1.4	1.2	0.5	-2
Cc1ccc(-c2nc3ccccc3nc2-c2ccccc2)cc1	1.1	-9	8	-0.6	-0.6	-0.3	-1	3.1	-0.1	-13	2
CN(CC(=O)NCCC1=CCCCC1)S(=O)(=O)c1ccc2c(c1)CCC(=O)N2	0.4	3	0	1.3	-1.2	0.5	-1	-2.6	2.5	-0.1	0
O=C(CNC(=O)c1ccc(F)cc1)N/N=C/c1ccc(O)c([N+](=O)[O-])c1	1.1	-3	0	-0.8	-1.6	0.1	-3	-2.4	-0.6	-0.6	-3
O=C(N/N=C\c1ccc(CNS(=O)(=O)c2ccc(Cl)cc2)o1)C(=O)Nc1ccc(Oc2ccccc2)cc1	0.8	-3	-7	-0.5	-1.3	0.0	-2	-0.1	-0.2	-0.5	-2
COc1ccc(CN2CC[C@H]3C=CCc4cccc(c43)C2)cc1	-0.2	-7	-4	0.8	-0.8	1.0	0	0.6	-1.0	-0.8	-2
Cc1cccc(NC(=O)CNC(=O)COc2cc(F)ccc2[N+](=O)[O-])c1C	0.4	-2	1	1.6	-1.3	0.8	-2	-1.5	0.9	0.6	-1
COCCCN1C(=O)C(CC(=O)NCCN2CCOCC2)CC(C(=O)N2CCCCCC2)=C1C (stereo not given)	.	0	2	3.2	-0.7	0.1	-3	1.8	.	0.1	2
O=S(=O)(NC1CCCCC1N1CCCCC1)c1ccc(Cl)cc1 (stereo not given)	1.0	-3	-7	0.8	-0.4	0.0	-1	3.7	0.4	-0.1	1
Cc1cn(S(=O)(=O)c2ccc(Br)cc2)cn1	-1.1	0	0	1.2	-0.2	-0.5	-2	1.8	1.0	0.1	-4
C=CCC1(CC=C)CCCN1C(=O)CC1C(=O)NCCN1Cc1cccc(OC)c1 (stereo not given)	-1.0	-1	-7	4.6	-0.3	-0.6	0	1.0	2.5	0.5	2
COc1ccc(N2CCN(C(=S)Nc3cccc(C)c3)CC2)cc1	-0.4	1	12	-1.5	-1.1	-0.1	-3	0.5	-1.4	0.0	3
Cc1ccc(NC(=O)COC(=O)CN2CSCC2=O)cc1C	-1.1	1	5	1.1	-0.9	-0.6	-4	-0.6	2.2	0.1	-7
COCCCNC(=O)CC1C[C@H](C(=O)N2CCOCC2)[C@@]2(C)c3[nH]c4ccccc4c3CCN2C1=O (stereo not given in full)	-1.2	0	-4	-2.9	-0.5	1.3	0	-1.5	0.7	-0.6	0
O=C(N=c1ccn(-c2nc3ccccc3nc2NS(=O)(=O)c2ccccc2)cc1)c1ccccc1Cl	0.0	2	-20	-1.1	-0.9	-0.5	2	-1.1	1.8	1.8	-9
COc1ccc(NC(=O)NC[C@@H]2CC[C@@H](Cc3ccc(-c4ccccc4)cc3)O2)cc1	0.1	0	-5	1.9	0.1	1.1	0	-0.1	0.6	1.3	0
Cc1ccccc1CSCCC(=O)NCCC1=CCCCC1	-0.9	-7	-5	1.2	-1.2	0.3	-2	1.7	-1.1	-0.3	-4
O=[N+]([O-])c1cccc(C(=S)N2CCN(c3ccccc3F)CC2)c1	0.2	4	3	0.5	-1.8	-0.6	-2	-2.6	0.7	-0.6	2
Cc1ccc(NC(=O)/C(=C\c2cccc([N+](=O)[O-])c2)NC(=O)c2cccs2)cc1	-1.8	2	-2	-2.0	-1.3	0.2	-2	-0.4	-1.5	-0.2	5
O=C1CC(N2CCN(Cc3ccc4c(c3)OCO4)CC2)C(=O)N1c1cccc(Cl)c1 (stereo not given)	0.1	1	-4	-4.0	-1.6	0.5	2	-1.1	-2.6	0.5	4
CC(C)[C@@H](C(=O)N[C@@H](C(=O)O)c1ccccc1)N1C(=O)N2CCc3c([nH]c4ccccc34)[C@@]2(C)C1=O	2.2	2	-17	1.5	-1.4	0.2	2	1.8	2.5	-0.3	-2
COc1ccc(N2C(=O)c3ccccc3NC2c2ccc(OC)c(Cn3nnc4ccccc43)c2)cc1 (stereo not given)	-0.2	-11	10	5.2	-0.7	1.6	2	0.0	-3.8	-2.2	-2
CN(C)CCNC(=O)C(=O)Nc1ccc2c(c1)N(S(=O)(=O)c1cccs1)CCC2	0.3	1	-5	2.0	-0.8	-4.6	-1	-2.1	-3.3	-0.4	2
COc1cc(CN2CCC(C(=O)NC(c3ccc(-c4ccccc4)cc3)c3cnccn3)CC2)cc(OC)c1 (stereo not given)	.	-4	-18	0.5	-1.2	-0.8	-6	-1.5	1.7	0.2	-7
